Assay outcomes (PubChem)
KKLEB cytotox = counter-screen for CF NF-kB inhibitors: cytotoxicity; KKLEB CF airway cells viability, ATPlite luminescence, overnight; active compounds read low; cells stimulated with P. aeruginosa culture filtrate; activity change (cytotoxicity), % at 5 µM; 360,000 tested, 0.36% active; AID 602141;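 active = corrected activity change at or below -50% at 5 µM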
TROY NFkB inh = inhibitors of TROY-dependent NF-kB signaling | Q293 LMP1-TROYcd NF-kB luciferase reporter, 4 h | inhibition, % at 10 µM | 360,000 tested, 0.98% active;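 active = compounds whose plate-normalised and pattern-corrected inhibition of the luciferase reporter signal at the single screening dose is 50% or more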
SRC1 inh = human NCOA1 inhibition. Q15788. HEK293 GAL4-SRC1 luciferase reporter, luminescence. inhibition, % at 3.6 µM. 360,000 tested, 0.12% active. AID 588354;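 active = inhibition above the campaign mean plus 3 SD, with each screening campaign given its own cutoff, cut at about 60% in these data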;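 note: 0% = DMSO treated cells and 100% = gossypol at 36 µM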
NR2F2 inh = blocks human COUP-TFII nuclear receptor; P24468; HEK293T NGFI-A luciferase reporter, luminescence; inhibition, % at 8.6 µM; 370,000 tested, 0.7% active; AID 686940;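 active = inhibition above a per-plate cutoff, mean inhibition of test wells between control levels plus 3 SD, cut at about 38% in these data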;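 note: cells cotransfected with COUP-TFII expression vector driving the NGFI-A reporter; 0% = median of COUP-TF2 test wells and 100% = reporter-only cells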
Target sequence (P24468 whole entry, looked up): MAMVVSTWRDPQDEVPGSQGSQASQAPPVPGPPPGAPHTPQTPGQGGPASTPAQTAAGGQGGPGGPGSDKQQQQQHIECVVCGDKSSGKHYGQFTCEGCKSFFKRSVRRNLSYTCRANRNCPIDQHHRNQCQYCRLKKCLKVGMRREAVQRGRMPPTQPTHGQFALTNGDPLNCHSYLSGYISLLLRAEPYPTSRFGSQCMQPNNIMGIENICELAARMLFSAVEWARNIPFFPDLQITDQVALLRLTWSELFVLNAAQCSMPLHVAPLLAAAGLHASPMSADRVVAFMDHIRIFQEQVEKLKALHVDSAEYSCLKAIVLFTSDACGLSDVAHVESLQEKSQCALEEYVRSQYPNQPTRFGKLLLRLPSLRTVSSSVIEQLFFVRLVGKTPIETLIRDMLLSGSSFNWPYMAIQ
Shn3 inh set2 = Schnurri-3 reporter inhibition in Clone20 osteoblasts; Clone20 osteoblast Shn3 3'UTR firefly luciferase, 24 h; inhibition, % at 12.5 µM; 360,000 tested, 0.52% active;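 active = mean inhibition of at least 75% with every replicate also reaching 75%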;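 note: 0% = median of neutral control wells and 100% = pilot-screen positive control compound; some compounds past the cut are filed as inactive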
CF NFkB inh = inhibitors of cystic fibrosis induced NF-kB; AID 588850; inhibition, % at 5 µM; 360,000 tested, 0.86% active; KKLEB NF-kB-GFP reporter, PAF-induced, GFP fluorescence overnight;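 active = at least 50% inhibition at 5 µM, scaled per plate between neutral and stimulator controls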;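 note: PAF is a Pseudomonas aeruginosa culture filtrate used as stimulus; plate controls were PAF-stimulated DMSO wells for no effect and unstimulated DMSO wells for full effect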
TWEAK Fn14 block = inhibitors of TWEAK-Fn14 interaction signaling | TWEAK-stimulated Fn14 reporter cells, luciferase luminescence, 8 h | inhibition, % at 10 µM | 360,000 tested, 2% active; in the data active = inhibition above about 50%
NR5A2 inv ag = inverse agonists of human LRH-1 (NR5A2). O00482. HEK293T StAR-luciferase reporter, LRH-1 transfected, 24 h. inhibition, % at 3.6 µM. 360,000 tested, 0.13% active. AID 602396;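 active = inhibition above the mean inhibition of all tested compounds plus 3 SD, cut at about 73% in these data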;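 note: 0% = DMSO wells and 100% = reporter-only cells lacking LRH-1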
Target sequence (O00482 whole entry, looked up): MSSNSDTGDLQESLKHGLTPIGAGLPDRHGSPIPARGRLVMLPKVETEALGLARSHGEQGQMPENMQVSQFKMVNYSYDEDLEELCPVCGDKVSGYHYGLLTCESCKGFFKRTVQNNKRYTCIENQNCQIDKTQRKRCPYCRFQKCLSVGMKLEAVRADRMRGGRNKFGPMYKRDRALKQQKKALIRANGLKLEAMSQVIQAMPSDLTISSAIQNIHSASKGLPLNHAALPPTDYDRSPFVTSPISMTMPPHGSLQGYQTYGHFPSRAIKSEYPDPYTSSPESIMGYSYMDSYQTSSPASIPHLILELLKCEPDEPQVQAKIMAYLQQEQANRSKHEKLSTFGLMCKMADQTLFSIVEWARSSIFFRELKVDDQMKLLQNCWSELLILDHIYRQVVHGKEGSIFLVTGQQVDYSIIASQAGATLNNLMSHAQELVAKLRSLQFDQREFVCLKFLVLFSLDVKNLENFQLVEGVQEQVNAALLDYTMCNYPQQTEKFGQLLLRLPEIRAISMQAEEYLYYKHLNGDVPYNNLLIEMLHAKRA
SRC3 inh = human NCOA3 inhibition; Q9Y6Q9; HEK293 GAL4-SRC3 luciferase reporter, luminescence; inhibition, % at 3.6 µM; 360,000 tested, 0.17% active; AID 588352;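 active = inhibition above a per-campaign cutoff, the mean of all compounds plus 3 SD, cut at about 60% in these data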;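 note: 0% = DMSO-treated cells and 100% = gossypol-treated cells at 36 µM; higher means less SRC3-driven luciferase light from the GAL4 reporter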
LMP1 NFkB inh = Epstein-Barr LMP1 NF-kappaB reporter inhibition | LMP1-induced NF-kappaB luciferase reporter cells, luminescence | inhibition, % at 12.5 µM | AID 504558 | 350,000 tested, 0.69% active; in the data active = inhibition above about 41%;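 note: 0% = neutral control wells and 100% = reference inhibitor control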
C8 TRAIL sens = sensitizes caspase-8 expressing cells to TRAIL; NB7+C8 cells + TRAIL, ATPlite viability luminescence; inhibition (viability loss, TRAIL sensitization), % at 10 µM; 360,000 tested, 1% active; AID 624354;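 active = compounds causing at least 50% loss of cell viability in the single-dose screen, relative to plate controls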
Active calls of the source: *; · = no result given.

Below each SMILES: KKLEB cytotox, TROY NFkB inh, SRC1 inh, NR2F2 inh, Shn3 inh set2, CF NFkB inh, TWEAK Fn14 block, NR5A2 inv ag, SRC3 inh, LMP1 NFkB inh, C8 TRAIL sens
(1) O=C(Nc1cc(-c2ccccc2)nn1-c1c(Cl)cccc1Cl)c1ccc(F)cc1
 : -15, 4, 0, -1, 0, 9, -5, -31, -6, -12, -7
(2) CCCCCCCCS(=O)C1CCS(=O)(=O)C1 (stereo not drawn)
 : -5, 8, 8, 0, 4, 3, 3, 0, 6, -4, 9
(3) Clc1ccc(OCc2nnnn2-c2ccccc2)cc1
 : -4, -23, -5, 4, -10, 12, -21, 20, 1, -2, 0
(4) ON=C(CCc1ccccc1)c1ccccc1
 : 4, -64, -129, -49, -69, 0, -30, -100, -132, ·, 4
(5) Cc1ccc(C(=O)NCC(C)NC(=O)c2ccc(C)c([N+](=O)[O-])c2)cc1[N+](=O)[O-] (stereo not drawn)
 : -14, 15, -11, 5, 5, 18, -7, 16, 13, 4, -5
(6) COc1cc(OC)cc(C(=O)NCCN2C(=O)S/C(=C\c3cccs3)C2=O)c1
 : -5, 49, 1, 33, 55, 7, 44, 8, -2, 2, 3
(7) CCc1cc(=O)oc2c3c(cc(OCC(=O)NC4CC4)c12)OC(C)(C)CC3
 : 5, 3, -37, -5, 12, -17, -28, 10, 9, 3, 12
(8) Cc1cccc(N(C)S(=O)(=O)c2c[nH]c3ccc([N+](=O)[O-])cc23)c1
 : -4, 8, 20, 9, 22, 2, 3, -27, -2, -20, -6
(9) C=C1CCN([C@H](C(=O)NCc2cc(OC)c(OC)c(OC)c2)C(C)C)S(=O)(=O)c2ccccc21
 : 1, 1, 9, 4, -20, 10, -23, 17, -7, 8, -1
(10) CCC1(CC)C(=O)NC(=O)NC1=NCCc1c[nH]c2ccccc12
 : 3, 6, 6, -7, -5, 11, 5, 21, -11, -8, -12
(11) CN(Cc1cccc(F)c1)C(=O)C1CC(=O)N(c2ccc3c(c2)OCCO3)C1 (stereo not drawn)
 : -2, -7, -11, -19, 7, 14, 11, -9, 5, 1, -6
(12) Cc1cccc(-n2c(C)c(-c3ccccc3)[nH]c2=S)c1
 : -2, -30, 1, 19, 7, 4, -1, 17, 0, 1, -1
(13) N#Cc1ccc(CN2CCN(C(=O)c3ccc(S(=O)(=O)N4CCCCCC4)cc3)CC2)cc1
 : 11, 11, 4, 13, 38, -13, 17, -30, 0, 33, 28
(14) COc1ccc(NS(=O)(=O)c2cc(-c3cnc(C4CC4)o3)ccc2C)cc1
 : -9, 3, -46, -18, 22, 13, 3, 11, 9, 2, 9
(15) CS(=O)(=O)N(CCc1ccccc1)CC(=O)NCc1ccco1
 : 13, ·, 1, -1, 3, -5, 82*, -1, 0, -7, -6
(16) CC(C)CCNC(=O)NC(=O)COC(=O)/C=C/c1cccc([N+](=O)[O-])c1
 : -8, 4, 5, -7, -34, 11, 11, -13, 1, 6, -6
(17) C/C=C/c1cc(CN2CCN(c3ccccc3)CC2)c(O)c(OC)c1
 : -5, 2, -7, -19, -22, 7, -80, 10, 12, 3, -2
(18) C/C(=C\c1ccccc1)C(=O)N1CCN(Cc2ccc3c(c2)OCO3)CC1
 : -4, 25, -11, -11, -51, -4, -4, 3, 5, 11, -17
(19) COc1cc2nc3n(c(=O)c2cc1OC)-c1cc2ccccc2cc1C(=O)NC3CC(C)C (stereo not drawn)
 : 5, 6, -26, 0, -25, 14, 1, -6, 6, 5, 0
(20) CCCn1c(N)c(N(CCOC)C(=O)/C=C/c2cccc(Cl)c2)c(=O)[nH]c1=O
 : -4, -12, -3, -1, -27, -1, -14, 0, 6, -1, 0

Later entries:
Below each SMILES: KKLEB cytotox, TROY NFkB inh, SRC1 inh, NR2F2 inh, Shn3 inh set2, CF NFkB inh, TWEAK Fn14 block, NR5A2 inv ag, SRC3 inh, LMP1 NFkB inh, C8 TRAIL sens
(21) Cc1csc2c(NC3CCN(Cc4ccccc4)CC3)ncnc12
 : 1, 5, 11, 10, 60, 6, -9, 20, 31, -10, 14
(22) CCCC(c1nnnn1CS(=O)(=O)c1ccc(C)cc1)N1CCN(c2ccc(F)cc2)CC1 (stereo not drawn)
 : 2, 0, 13, -13, 13, -7, 10, -9, 24, -5, 1
(23) CCCN(CC(=O)Nc1ccccc1C)C(=O)C1CCN(S(=O)(=O)c2cccc(C(F)(F)F)c2)CC1
 : 8, 17, -12, 12, 6, -1, 9, -4, 6, 5, 7
(24) COc1ccc(OCC(=O)OCC(=O)N2CC(=O)Nc3ccccc32)cc1
 : -12, 12, -30, -2, -5, 16, -3, 5, 8, 1, -6
(25) Cc1ccc(-c2c[nH]c(=S)n2-c2ccccc2)cc1
 : 27, 35, -7, 9, 11, -18, 26, -29, -23, -3, -5
(26) COc1cccc(CN2CCNC(=O)C2CC(=O)NCCCn2ccnc2)c1 (stereo not drawn)
 : -2, -22, 7, -8, -18, 7, -19, 8, 8, 1, 6
(27) CCC(=O)c1ccc(OCC(=O)OCC(=O)NC2CCCC2)cc1
 : 7, 6, 1, -6, 0, 8, 3, -5, 0, -3, 4
(28) CC(C)CCc1noc(CN(C)CC2CCN(Cc3ccccc3)CC2)n1
 : -3, -6, -11, 11, 2, -15, 5, -8, 5, -4, 3
(29) COC(=O)CSc1nnc(-c2ccoc2C)n1-c1ccc(C)cc1
 : -8, -5, 4, -8, -1, 8, -2, 9, -12, 8, -11
(30) CCOc1cc(C(=O)NCc2ccncc2)cc(OCC)c1OCC
 : -12, 10, 5, -7, -19, 1, -2, -3, 9, 0, -5
(31) O=C(O)CCCCCNC(=O)/C=C/c1ccco1
 : 2, -8, 13, -3, 4, 15, -4, -9, 6, -4, 4
(32) COc1ccc(Nc2nc3ccccc3nc2NS(=O)(=O)c2ccc(NC(C)=O)cc2)cc1
 : -7, 11, -8, 1, 7, 1, -6, -7, 9, 6, -1
(33) COc1ccc(N2C(=O)CC(N3CCC(O)(c4cccc(C(F)(F)F)c4)CC3)C2=O)cc1 (stereo not drawn)
 : 4, 8, -26, 13, -1, 12, 1, -13, 8, 9, 6
(34) COc1ccc2c(c1)c(C(C)=O)c(C)n2-c1ccccc1
 : 5, 20, 26, 13, 7, 36, 26, -11, 30, 6, 0
(35) O=C(c1ccc(S(=O)(=O)Nc2ccccc2)cc1)N1CCOCC1
 : -12, 13, 2, 2, -2, -5, 6, -14, 20, -2, 11
(36) CC(NC(=O)c1ccccc1Cl)c1ccc(-n2ccnc2)cc1 (stereo not drawn)
 : 21, 10, 5, -12, 6, 15, 8, 6, 7, 2, 11
(37) Cn1c(CC(=O)NCCO)c(Sc2ccccc2)c2ccccc21
 : 10, 7, 4, -5, 3, -12, 1, 3, 15, -5, 1
(38) COc1cccc(CNC(=O)COc2cc(O)c3c(c2)OC(C)(C)CC3=O)c1
 : 4, -3, -15, 11, -7, -7, -21, -21, 13, -21, -3
(39) COC(=O)c1ccc(OC(=O)CCS(=O)(=O)c2ccc(C)cc2)cc1
 : 21, 2, -21, 20, -21, 7, 9, 1, -3, 3, 1
(40) COc1ccc(N2C(=S)NC3CS(=O)(=O)CC32)cc1 (stereo not drawn)
 : -3, -4, -7, 10, -14, 2, 13, -7, 13, -1, -3

Next records:
Below each SMILES: KKLEB cytotox, TROY NFkB inh, SRC1 inh, NR2F2 inh, Shn3 inh set2, CF NFkB inh, TWEAK Fn14 block, NR5A2 inv ag, SRC3 inh, LMP1 NFkB inh, C8 TRAIL sens
(41) CCCC(=O)O[C@]1(C(=O)CO)CC[C@H]2[C@@H]3CCC4=CC(=O)CC[C@]4(C)[C@H]3[C@@H](O)C[C@@]21C
 : 12, 21, -21, -43, 16, 95*, -12, -4, -36, 20, -3
(42) CSc1ccc(C(=S)N2CCN(CCO)CC2)cc1
 : 6, -1, -18, 8, -27, -3, 13, 7, 1, 1, 2
(43) CCn1cnc2cc(NS(=O)(=O)c3ccc(OC)c(OC)c3)ccc21
 : 2, 5, 1, 2, -45, -15, 8, -7, 7, 2, 3
(44) COC(=O)c1ccc([C@@H](O)[C@H](C)C(=O)CC(=O)OC(C)(C)C)cc1
 : 7, -10, -15, -17, -1, 13, 8, 11, -12, -10, 10
(45) CCC1(CC)CNC(=O)NC1
 : -1, -5, -6, 8, 13, 17, 3, 24, -17, -2, -2
(46) Cc1cc(C(=O)NC2CCCCCCC2)ccc1[N+](=O)[O-]
 : -4, -38, -101, -38, -139, 16, -20, -114, -75, -6, 26
(47) O=C(NCCC1=CCCCC1)C1CCN(C(=O)Nc2ccccc2)CC1
 : 4, -3, -6, -4, -3, -4, 110*, -5, 10, 6, 8
(48) CCOC(=O)C(C)Sc1cc(CS(=O)(=O)c2ccccc2)nc(-c2ccccc2)n1 (stereo not drawn)
 : 4, -13, 3, 9, 29, -8, 15, 7, -5, -1, -2
(49) COc1ccc(NC(=O)CN2CCN(CC(=O)Nc3ccccc3F)CC2)c(OC)c1
 : -4, 10, 9, 18, 9, -2, 14, -15, 16, 10, 1
(50) Cc1ccc(S(=O)(=O)N2CCOC2CNC(=O)C(=O)NCCc2c[nH]c3ccccc23)cc1 (stereo not drawn)
 : -4, 23, -35, 7, 26, 1, 16, 20, 9, 1, 9
(51) COC(=O)c1ccc(C(=O)OC)c(NC(=O)COC(=O)c2ccccc2OC)c1
 : 6, -11, 10, 2, -24, 6, 44, -13, 0, -2, -3
(52) COCCN(C(=O)c1csnn1)C(C(=O)NC1CCCCC1)c1ccccc1 (stereo not drawn)
 : 7, 3, -4, 1, -1, -22, 8, -7, 3, -4, 3
(53) Cc1nc2scc(C)n2c(=O)c1S(=O)(=O)Nc1ccc(N2CCOCC2)c(Cl)c1
 : -5, -17, 13, -6, 84, -12, 20, -16, 1, 11, 20
(54) Cn1c(N)c(C(=O)COC(=O)COc2ccc3ccccc3c2)c(=O)n(C)c1=O
 : -4, -11, -2, 6, -7, -5, 14, 0, 17, -3, -3
(55) c1ccc(-c2nc3ccccc3nc2N2CCOCC2)cc1
 : 2, -23, -20, -7, -11, 1, -5, 8, -4, -1, 8
(56) CCN1C(=O)c2ccccc2S(=O)(=O)c2ccc(C(=O)NCc3cccnc3)cc21
 : -5, -12, -15, -5, 2, 13, 0, 8, 5, 1, 5
(57) O=C(CCn1c(=S)oc2ccccc21)Nc1ccccc1F
 : -30, -8, -31, 2, -6, 11, -8, 6, 10, 4, 0

The list is partial (hit frequency here may not be typical).
